Bioassay records deposited in PubChem by National Center for Advancing Translational Sciences (NCATS).
HCMV antiviral – human cytomegalovirus inhibition. HFF cells, HCMV-luciferase reporter, 72 h; hits give low values. activity change, negative = inhibition, % at 57.5 µM. 4.5% of 410,000 active; in the data active = activity change below about -60%; inconclusive = no clear call, values can overlap the other calls; inactive = above about -39%
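Human foreskin fibroblasts infected with luciferase-reporter HCMV at MOI 1 PFU/cell, compounds at two doses. Luciferase measured 72 h post infection; normalized to buffer-only basal and Salinomycin (10uM) controls.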
FBPA Giardia inh – inhibitors of Giardia lamblia fructose-1,6-bisphosphate aldolase. purified Giardia FBPA. Potency, µM (series often up to 59.6 µM), inactives show top-dose activity, negative = inhibition, usual class: inhibitors. 0.71% of 290,000 active. AID 2451; also: potency is read from the fitted curve at half-maximal effect; nearly all actives have a fitted effect of over 55% in size
Target sequence (A8B2U2 whole entry, looked up): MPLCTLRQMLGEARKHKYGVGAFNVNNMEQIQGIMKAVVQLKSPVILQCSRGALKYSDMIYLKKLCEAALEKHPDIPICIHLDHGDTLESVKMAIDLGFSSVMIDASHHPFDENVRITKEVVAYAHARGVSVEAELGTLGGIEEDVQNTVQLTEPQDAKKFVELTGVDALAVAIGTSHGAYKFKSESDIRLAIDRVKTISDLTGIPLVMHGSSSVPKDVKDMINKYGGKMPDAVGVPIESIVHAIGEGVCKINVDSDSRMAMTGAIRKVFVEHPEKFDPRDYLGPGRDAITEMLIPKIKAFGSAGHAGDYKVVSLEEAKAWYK
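Giardia FBPA (40 nM reagent) was preincubated 10 min at RT with compound (up to 57.5 uM final), then substrate plus GAPDH/TPI/NAD/arsenate coupling system with diaphorase/resazurin was added; resorufin fluorescence (525/598 nm) was read after 20 min.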
AMA1 RON2 block – inhibitors of Plasmodium falciparum AMA1-RON2 interaction | Potency, µM (highest dose often 58.2 µM), without a hit: top-dose activity change, negative = inhibition, actives largely listed as inhibitors | AID 720542 | 0.2% of 360,000 active | AlphaScreen AMA1-biotinylated RON2 peptide binding;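 also: potency is read from the fitted curve at half-maximal effect; 0% = vehicle wells and -100% = peptide control; nearly all actives have a fitted effect of over 45% in size; some results filed as inactive show a strong effect at the top dose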
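AMA1 (3D7) with his tag at 25 nM final met compounds first, then biotinylated RON2 peptide at 25 nM; detection used donor plus acceptor beads, 10 µg/mL apiece, read by AlphaScreen after 30 min at room temperature.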
Sm TGR inh – inhibitors of Schistosoma mansoni thioredoxin glutathione reductase; Q962Y6; purified TGR, DTNB reduction, TNB absorbance 405 nm; Potency, µM (top dose mostly 114 µM), inactives show top-dose activity change, negative = inhibition, actives largely listed as inhibitors; 3% of 360,000 active; AID 485364; also: potency is read from the fitted curve at half-maximal effect; nearly all actives have a fitted effect of over 60% in size
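TGR 20 nM + NADPH 100 uM (dispensed conc.), cpd preinc 15 min RT; start with NADPH (500 uM addition) then DTNB (15 mM addition). Kinetic TNB absorbance, 405 nm filter. Four-parameter Hill fit across titration.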
AmpC no deterg – inhibitors of E. coli AmpC beta-lactamase without detergent. Potency, µM (highest dose often 57.1 µM), without a hit: at the highest dose activity change, negative = inhibition, actives largely listed as inhibitors. AmpC nitrocefin hydrolysis, absorbance 480 nm, 0.0001% Triton. 0.52% of 330,000 active. P00811. AID 485341;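 also: potency is read from the fitted curve at half-maximal effect; plate controls were no compound for no effect and no enzyme for full effect; nearly all actives have a fitted effect of over 20% in size; some results filed as inactive show a strong effect at the top dose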
Target sequence (P00811 whole entry, looked up): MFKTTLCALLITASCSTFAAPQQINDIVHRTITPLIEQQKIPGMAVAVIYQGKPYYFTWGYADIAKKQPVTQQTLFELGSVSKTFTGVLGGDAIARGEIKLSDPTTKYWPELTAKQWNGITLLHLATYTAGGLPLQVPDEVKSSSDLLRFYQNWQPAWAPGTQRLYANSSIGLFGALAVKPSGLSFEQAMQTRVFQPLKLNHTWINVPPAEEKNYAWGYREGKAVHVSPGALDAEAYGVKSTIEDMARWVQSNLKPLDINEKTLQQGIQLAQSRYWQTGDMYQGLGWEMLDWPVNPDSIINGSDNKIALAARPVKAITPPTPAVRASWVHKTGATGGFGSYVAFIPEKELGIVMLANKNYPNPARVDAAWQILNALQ
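20 mM phosphate pH 7.0 + 0.01% (detergent screen) or 0.0001% Triton X-100; 5.3 nM AmpC reagent; cpd preinc 15 min RT; nitrocefin (800 uM stock) to start; A480 q20 s × 4 min; Activity was normalised to no-enzyme and no-compound control wells.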
AmpC detergent – AmpC beta-lactamase inhibition with detergent present; AID 485294; Potency, µM (titrated, usually from 114 µM), for inactives: at the top dose activity change, negative = inhibition, most hits filed as inhibitors; P00811; 0.041% of 370,000 active; AmpC hydrolysis of nitrocefin, absorbance 480 nm, 0.01% Triton;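 also: potency is read from the fitted curve at half-maximal effect; 0% = no-compound wells and -100% = no-enzyme wells; nearly all actives have a fitted effect of over 25% in size; some results filed as inactive show a strong effect at the top dose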
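20 mM phosphate pH 7.0 + 0.01% (detergent screen) or 0.0001% Triton X-100; 5.3 nM AmpC reagent; cpd preinc 15 min RT; nitrocefin (800 uM stock) to start; A480 q20 s × 4 min; Activity was normalised to no-enzyme and no-compound control wells.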
* = called active by the depositor; ? = inconclusive; / = no result given; [ ] = dose if it differs, or a comment. Unless noted, calls follow the shape of the dose curve; as a rule, active = well fitted curve in the direction sought with a large enough effect; inconclusive = small, poorly fitted or top-dose-only effect, or another doubt; inactive = no such curve, though single readings can be large; an effect the other way counts as inactive or inconclusive. Unless noted, % is scaled to controls: 0 for no effect and ±100 for the full control effect.

entry	smiles	HCMV antiviral	FBPA Giardia inh	AMA1 RON2 block
1	COC(=O)c1ccccc1S(=O)(=O)NNC(=O)C12CC3CC(CC(C3)C1)C2	-3.7	/	3.7%
2	CCOC(=O)c1cc2c(=O)n3cccc(C)c3nc2n(Cc2ccccc2Cl)c1=N	/	-1.8%	/
3	O=C(CN1C(=O)COc2ccccc21)N(Cc1ccc2c(c1)OCO2)CC1CCCO1 (stereo unspecified)	36.4	-1.8%	-0.2%
4	COc1ccc(-c2nc(C#N)c(NCc3cccnc3)o2)cc1OC	113.1	4.6%	-11.4%
5	COc1ccc(NC(=O)CSc2ccc(-c3sc(C)nc3C)nn2)cc1	31.0	/	1.6%
6	O=C(c1ccccc1NS(=O)(=O)c1ccc(F)cc1)N1CCCCC1	-25.0	-12.6%	3.3%
7	COc1ccc(NC(C)=[N+](C)CCNS(=O)(=O)c2ccc(Cl)cc2)cc1Cl	43.8	-5.7%	-16.9%
8	O=C1CSC(c2ccccc2Br)N1c1ccc(Cl)cn1 (stereo unspecified)	-24.5	0.9%	-10.6%
9	Cc1ccc2c(c1)/C(=C/c1ccccc1)C(=O)N2	-35.3	-4.8%	-15.7%
10	O=C(CCC(=O)c1ccccc1)NCc1cccc(C(F)(F)F)c1	-15.3	/	-8.1%[11.6 µM]
11	CCN(CC)C(=O)CSc1nc(O)c(Cc2ccccc2)c(=O)n1-c1ccc(C)cc1	-19.9	8.5%	-2.0%
12	COc1ccc(NC(=O)Cn2c(SCc3ccc(F)cc3)nc3cccnc32)c(OC)c1	33.5	/	/
13	CCC(C)c1ccc(OCC(=O)Nc2ccc(Cl)cn2)cc1 (stereo unspecified)	-15.9	2.9%	14.3%
14	O=P(O)(CCc1ccccn1)CN1CCOCC1	5.1	-0.7%	27.9%
15	Cc1cc(C)n(C(=O)CCCn2nc(C)c([N+](=O)[O-])c2C)n1	-20.3	-13.3%	0.3%

entry	Sm TGR inh	AmpC no deterg	AmpC detergent
1	/	-34.3%	/
2	0.0%	4.2%	?
3	0.7%	11.6%	-14.3%
4	3.4%	-10.1%	4.6%
5	-5.2%	23.5%	-2.6%
6	0.5%	-9.8%	0.0%
7	4.5%	-1.3%	0.4%
8	-7.7%	-46.3%	-2.7%
9	0.0%	-21.9%	0.7%
10	0.7%	-4.8%	-3.1%
11	13.0%	-21.5%	2.8%
12	1.5%	/	-2.4%
13	0.5%	-18.5%	-1.0%
14	1.1%	-21.9%	?
15	5.8%	4.1%	2.3%

The results go on.
entry	smiles	HCMV antiviral	FBPA Giardia inh	AMA1 RON2 block
16	O=C1N=C(O)CN1/N=C/c1ccc(-c2ccc([N+](=O)[O-])cc2)o1	14.3	-2.3%	-10.8%
17	CC1(C)C(c2ccccc2)=NC(c2cccnc2)N1O (stereo unspecified)	-4.4	-5.4%	0.0%
18	COc1ccc(C(=O)NC2CCCCCC2)cc1OC1CCN(C(C)=O)CC1	50.6	1.7%	8.8%
19	CNS(=O)(=O)c1cc(OC)ccc1OC	-3.1	2.0%	?
20	CSc1ncc(Cl)c(C(=O)Nc2ccccc2[N+](=O)[O-])n1	54.4	7.1%	11.1%
21	Fc1ccc(NC(=S)Nc2ccc3nccnc3c2)cc1	-28.6	?	26.0%
22	COc1ccc([C@]23Cc4cc(OC)c(OC)cc4C(O2)C2=C(CC(C)(C)CC2=O)O3)cc1	/	7.6%[12.9 µM]	/
23	Cc1ccc(C(=O)NCCc2nnc3ccc(NCc4ccc5c(c4)OCO5)nn23)cc1	42.4	/	9.7%
24	C/C(=N\NC(=O)Cc1c(Cl)cccc1Cl)c1cccnc1	-27.1	-9.7%	10.4%
25	COc1ccc(-c2cc(C(=O)Nc3sc4c(c3C#N)CCCC4)no2)cc1OC	5.4	/	/
26	CC(C)Nc1nc(NC(C)C)nc(NS(=O)(=O)c2ccc(N)cc2)n1	121.8	-5.2%	-6.9%
27	CSc1nnc2c(n1)OC(C1CC=C(C)CC1)Nc1ccccc1-2 (stereo unspecified)	/	2.9%	/
28	COc1ccc(Cl)cc1N1C(=O)/C(=C\c2sccc2C)N=C1SCC(=O)NC1CC1	-33.4	-8.8%	6.1%
29	O=C(Cc1cc(=O)[nH]c(=O)[nH]1)NCC1CCCO1 (stereo unspecified)	-36.2	1.2%	14.0%
30	Cc1ccc(N2C(=O)C(CN3CCCCC3)C2c2ccccc2)cc1 (stereo unspecified)	-26.7	1.3%	-2.0%

entry	Sm TGR inh	AmpC no deterg	AmpC detergent
16	/	/	/
17	-2.2%	-7.0%	10.5%
18	-0.6%	53.4%	-1.0%
19	8.4%	-6.8%	-19.7%
20	-4.7%	-4.8%	-8.1%
21	/	-30.5%	4.9%
22	0.0%[22.9 µM]	93.6%[activator][11.4 µM]	-6.3%[22.9 µM]
23	-30.0%	-1.2%	3.7%
24	0.5%	-35.3%	0.9%
25	11.2%	/	16.9%
26	0.3%	-20.7%	-12.0%
27	-32.0%	-17.8%	?
28	-9.4%	38.6%	?
29	-5.5%	-10.8%	-8.6%
30	/	-14.5%	1.3%

Exported with two lines to a compound: 2 of the compounds above.
Results follow in this order: HCMV antiviral, FBPA Giardia inh, AMA1 RON2 block, Sm TGR inh, AmpC no deterg, AmpC detergent
20. CSc1ncc(Cl)c(C(=O)Nc2ccccc2[N+](=O)[O-])n1
  54.4, 7.1%, 11.1%, -4.7%, -4.8%, -8.1%
21. Fc1ccc(NC(=S)Nc2ccc3nccnc3c2)cc1
  -28.6, ?, 26.0%, /, -30.5%, 4.9%

(list continues)
entry	smiles	HCMV antiviral	FBPA Giardia inh	AMA1 RON2 block
31	Cc1cc(C)c2nc3s/c(=C/c4ccccc4)c(=O)n3c2c1	/	8.2%	/
32	Cc1noc(N)c1C(=O)Nc1ccc(F)cc1	-26.6	2.8%	2.5%
33	COc1cccc(/C=N/NC(=O)CCn2c3ccccc3c3ccccc32)c1	48.8	0.8%	-0.6%
34	Cc1ccc(CNC(=O)c2ccc(Cn3c(=O)c4ccccc4n(CC(=O)Nc4ccc(C)cc4C)c3=O)cc2)cc1	3.4	/	/
35	COc1ccc(C2(C(=O)NCc3ccco3)CCCC2)cc1OC	107.6	0.3%	15.0%
36	COc1cccc(C2CC(C(F)(F)F)n3ncc(C(=O)NCC4CCCO4)c3N2)c1 (stereo unspecified)	21.2	1.5%	-14.5%
37	S=c1[nH]nc(C2COc3ccccc3O2)o1 (stereo unspecified)	-9.1	-9.9%	55.1%[activator]
38	Nc1nc(N)c2[nH]c(-c3ccccc3)nc2n1	86.8	-10.5%	9.8%
39	COc1cc(C)ccc1OCc1cc(C(=O)N2CCC(c3ccc(F)cc3)C2)no1 (stereo unspecified)	33.6	/	-5.9%
40	CC(=O)OC(C)(CCC(C)(OC(C)=O)C(C)=O)C(C)=O (stereo unspecified)	-7.3	-1.0%	0.0%
41	COc1cccc(-c2nc(-c3ccc(NC(=O)Cc4ccccc4OC)cc3)no2)c1	/	-14.8%	-25.5%
42	COc1cccc(-c2nnc(SCc3ccccn3)n2C)c1	-15.5	0.1%	-1.4%
43	O=C(CNC(=O)OCc1ccccc1)Nc1ccc(Br)cc1C(=O)c1ccccc1	-23.8	-0.8%	-8.9%
44	CC(Sc1nc(-c2ccccc2)cc(C(F)(F)F)n1)C(=O)N1CCCCC1 (stereo unspecified)	/	/	8.8%
45	O=C(CN(Cc1ccco1)C(=O)c1cccc(F)c1)Nc1ccccc1C(F)(F)F	-19.3	/	8.6%

entry	Sm TGR inh	AmpC no deterg	AmpC detergent
31	-15.8%	-18.1%	2.3%
32	0.2%	-5.8%	?
33	0.0%	-30.0%	8.9%
34	1.5%	/	12.2%
35	44.7µM*	-15.4%	-4.0%
36	0.0%	57.7%	?
37	-1.4%	-25.2%	-5.3%
38	1.5%	-18.5%	9.9%
39	-5.8%	-1.3%	-0.9%
40	5.7%	2.1%	?
41	0.1%	-37.7%	3.6%
42	2.1%	-8.2%	?
43	16.0%	-6.8%	-1.6%
44	14.4%	77.4%[activator]	0.1%
45	-1.7%	-10.3%	-5.7%

3 compounds out of the list, ordered by number of heavy atoms, ascending:
entry	smiles	HCMV antiviral	FBPA Giardia inh	AMA1 RON2 block
42	COc1cccc(-c2nnc(SCc3ccccn3)n2C)c1	-15.5	0.1%	-1.4%
44	CC(Sc1nc(-c2ccccc2)cc(C(F)(F)F)n1)C(=O)N1CCCCC1 (stereo unspecified)	/	/	8.8%
41	COc1cccc(-c2nc(-c3ccc(NC(=O)Cc4ccccc4OC)cc3)no2)c1	/	-14.8%	-25.5%

entry	Sm TGR inh	AmpC no deterg	AmpC detergent
42	2.1%	-8.2%	?
44	14.4%	77.4%[activator]	0.1%
41	0.1%	-37.7%	3.6%

More records.
entry	smiles	HCMV antiviral	FBPA Giardia inh	AMA1 RON2 block
46	CCn1c2ccccc2n2c(=O)c(=O)n(CC(=O)N3CCN(c4ccccc4OC)CC3)nc12	/	0.2%	/
47	CC(C)Oc1ccc(C(=O)OCC(=O)c2ccc[nH]2)cc1	-7.8	/	-2.0%[11.6 µM]
48	Cc1nc(SC2C=CS(=O)(=O)C2)n[nH]1 (stereo unspecified)	36.4	-4.5%	?
49	Cc1ccsc1/C=N/NC(=O)c1ccc([N+](=O)[O-])cc1	-8.2	1.2%	-4.5%
50	COc1ccccc1C1C2C(=O)N(c3ccccc3)C(=O)C2ON1c1ccccc1 (stereo unspecified)	6.7	-6.8%	0.0%
51	CCC(Oc1ccc(Cl)cc1)C(=O)N1CC(=O)Nc2ccccc21 (stereo unspecified)	?	/	-5.3%
52	CCN(C[C@H]1N[C@@](CC)(C(=O)OC)[C@H]2C(=O)N(Cc3ccccc3)C(=O)[C@@H]12)C(=O)c1ccc(C(C)(C)C)cc1	-37.5	/	-11.8%
53	CCN(CC)S(=O)(=O)c1ccc(NC(=O)c2ccc3c(=O)n4c(nc3c2)CCCCC4)cc1	-93.0*	/	/
54	COc1ccc([N+](=O)[O-])cc1NC(c1nnc(-c2ccccc2)o1)c1ccccc1F (stereo unspecified)	3.4	/	/
55	CC1=NN(C(C#N)c2cccc([N+](=O)[O-])c2)C(C)(C)C1 (stereo unspecified)	9.1	-12.6%	4.5%
56	O=C(Oc1c(CN2CCOCC2)cc(Cl)c2cccnc12)c1ccccc1Cl	-98.0*	?	-40.0%

entry	Sm TGR inh	AmpC no deterg	AmpC detergent
46	1.2%[57.1 µM]	-9.7%	-1.0%
47	/	-13.6%	/
48	-24.4%	-13.8%	?
49	-4.8%	-3.6%[11.4 µM]	-14.6%
50	-2.3%	-9.4%	5.1%
51	5.7%	-14.1%	-9.2%
52	/	40.5%	/
53	-4.4%	/	7.1%
54	0.3%	/	16.7%
55	-7.3%	-31.3%	-1.1%
56	-1.7%	13.2%	5.3%
